FAS-TE inh – FAS thioesterase domain inhibitors, primary screen, biochemical, fluorescence intensity, uHTS | recombinant FAS-TE, OMFH fluorogenic substrate, fluorescence endpoint | 360,000 tested, 0.67% active | inhibition, % at 15 µM | AID 602261, 2012;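 active = compounds whose normalised, plate-corrected inhibition of enzyme fluorescence in the single-dose primary screen is 50% or more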;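 also: 0% = DMSO with enzyme and 100% = substrate without enzyme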
MLLE-PAM2 inh – inhibitors of PABP1 MLLE–PAM2 peptide binding, primary screen, biochemical, fluorescence polarization, FITC-PAM2, GST-MLLE; 360,000 tested, 0.36% active; Polyadenylate-binding protein 1 (Homo sapiens), P11940; inhibition, % at 20 µM; in the data active = inhibition above about 35%, passing the limit was not always enough;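 also: plate controls were DMSO wells with GST-MLLE for no effect and wells lacking GST-MLLE protein for full effect; some results filed as inactive read as strong as hits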
MsrA inh – bovine MsrA enzyme inhibitors, primary screen, biochemical, absorbance, HTS. Methionine sulfoxide reductase A (Bos taurus). purified bovine MsrA, absorbance read-out. inhibition, % at 15.5 µM. 360,000 tested, 0.75% active. AID 651718, 2012; in the data active = inhibition above about 4.5%;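 also: 0% = vehicle wells with enzyme and 100% = reference inhibitor wells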
bovine MsrA act – bovine MsrA enzyme activators, primary screen, biochemical, absorbance, HTS | purified bovine MsrA, absorbance read-out | activation, % at 10.6 µM | 360,000 tested, 0.3% active; in the data active = activation above about 7.5%;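 also: 0% = vehicle and 100% = reference activator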
CendR NRP1 mod – modulators of CendR peptide binding to NRP-1, primary screen, biochemical, fluorescence polarization, uHTS; FAM-RPARPAR peptide binding to NRP-1; Neuropilin-1 (Homo sapiens), O14786; 360,000 tested, 0.85% active; inhibition, % at 25 µM;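 active = inhibition or corrected inhibition above about 18%, plus a signal ratio from 0.5 to 1.5, limit read from the data, passing the limit was not always enough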; also: strong numbers were not always called active
MT1-MMP act inh – blockers of MT1-MMP proenzyme processing, primary screen, HT1080 RFP-PRO-GFP cells, GFP/RFP fluorescence | GFP/RFP ratio fluorescence, overnight; percent of plate control window, DMSO zero | GFP/RFP ratio change, % at 20 µM | 360,000 tested, 0.061% active | AID 651647, 2012;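 active = GFP/RFP ratio change of at least 30% with cell ATP level not reduced by more than half and red fluorescence within 50% of control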; also: strong numbers were not always called active
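Compound: 20 µM single dose, 1% DMSO / System: HT1080 RFP-PRO-GFP cells / Controls: DMSO and RFP-L50D-GFP cell wells / Read-out basis: GFP/RFP fluorescence ratio / Schedule: overnight compound exposure at 37 °C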
SKN-1 block – suppressors of acrylamide-induced Pgst-4::GFP reporter in worms, primary screen, SKN-1 inhibitor project, whole organism, uHTS, GFP/RFP fluorescence ratio, strain VP596; C. elegans VP596 Pgst-4::GFP/RFP ratio, 24 h; inhibition, % at 21.8 µM; 360,000 tested, 0.49% active;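 active = interference check ratio from 0.5 to 1.5 plus GFP to RFP signal ratio inhibition reaching or exceeding a fixed threshold, cut at about 30% in these data, passing the limit was not always enough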; also: some compounds called inactive have numbers as strong as hits
E coli Lon inh – inhibitors of E. coli Lon protease, primary screen, biochemical, fluorescence polarization. inhibition, % at 7.94 µM. AID 602123, 2011. P0A9M0. purified E. coli Lon protease. 360,000 tested, 0.42% active; in the data active = inhibition above about 13%, passing the limit was not always enough;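 also: 0% = enzyme with probe and DMSO and 100% = no enzyme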
Target sequence (P0A9M0 whole entry, looked up): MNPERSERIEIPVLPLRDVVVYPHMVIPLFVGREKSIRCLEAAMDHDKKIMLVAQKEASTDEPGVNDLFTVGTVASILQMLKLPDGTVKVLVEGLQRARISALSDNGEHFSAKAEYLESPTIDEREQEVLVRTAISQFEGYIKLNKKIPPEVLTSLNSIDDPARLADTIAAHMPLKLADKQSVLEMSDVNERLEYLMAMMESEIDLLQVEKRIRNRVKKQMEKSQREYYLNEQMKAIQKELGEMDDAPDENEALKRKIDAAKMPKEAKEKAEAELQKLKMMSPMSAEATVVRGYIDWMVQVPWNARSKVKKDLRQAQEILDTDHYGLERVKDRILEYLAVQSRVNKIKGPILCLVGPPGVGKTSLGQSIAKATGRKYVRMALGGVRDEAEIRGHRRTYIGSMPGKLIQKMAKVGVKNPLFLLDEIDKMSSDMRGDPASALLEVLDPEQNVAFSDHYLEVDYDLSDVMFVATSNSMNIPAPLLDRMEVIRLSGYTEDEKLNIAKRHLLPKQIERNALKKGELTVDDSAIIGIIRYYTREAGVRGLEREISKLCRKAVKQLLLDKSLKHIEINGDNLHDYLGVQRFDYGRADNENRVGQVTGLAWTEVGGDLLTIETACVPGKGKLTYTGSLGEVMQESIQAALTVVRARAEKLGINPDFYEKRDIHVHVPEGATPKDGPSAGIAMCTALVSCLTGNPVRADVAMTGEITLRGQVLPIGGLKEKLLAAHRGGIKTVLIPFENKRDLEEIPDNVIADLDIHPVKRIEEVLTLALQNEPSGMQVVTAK
Tb MetRS inh – T. brucei MetRS inhibitors, primary screen, biochemical, luminescence; AID 624268, 2012; purified T. brucei MetRS, ATP depletion, Kinase-Glo luminescence; inhibition, % at 11.9 µM; methionyl-tRNA synthetase (Trypanosoma brucei brucei); 360,000 tested, 0.4% active;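 active = inhibition above a per-plate cutoff of the control wells' mean inhibition plus 3 SD, cut at about 5.5% in these data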;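 also: 0% = DMSO wells median and 100% = median of wells with control inhibitor compound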
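Dosing: 11.9 µM single point; system: parasite MetRS enzyme; technique: luminescence of leftover ATP; times: 15 min enzyme-compound preincubation, 2 h reaction, 10 min detection, 25 °C; replicates: each compound tested once; read-out basis: percent inhibition relative to median high and low control wells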
An asterisk follows results filed as active; · = no result given.

mol	FAS-TE inh	MLLE-PAM2 inh	MsrA inh	bovine MsrA act	CendR NRP1 mod	MT1-MMP act inh	SKN-1 block	E coli Lon inh	Tb MetRS inh
Cc1ccc(N(CC(=O)NCC2CCCO2)C(=O)Cn2nnc(-c3cccs3)n2)cc1 (stereo not drawn)	-4	3	1.1	-3	7	7	3	-3	0.1
Cc1ccc(OCC(=O)Nc2sc3c(c2C#N)CC(C)(C)NC3(C)C)cc1	-3	-10	-0.7	-1	11	2	-2	-4	0.1
CC(O)Cc1nsc(NC(=O)c2cccs2)n1 (stereo not drawn)	-3	5	0.4	-4	-2	-3	-8	-3	-0.7
O=C(COc1ccc2c(c1)OCO2)Nc1ccc2c(c1)oc1ccccc12	2	3	0.2	0	8	2	-15	-2	-0.4
O=C(NCCCn1ncc2ccccc21)c1cc(COc2c(F)cccc2F)on1	8	13	0.1	1	7	0	5	1	0.7
Cc1cccc(NC(=O)NC(=S)NC(=O)c2ccccc2)c1	15	42*	0.2	-2	12	-1	4	-6	0.8
c1ccc(-c2ccc3ncccc3n2)cc1	-8	-2	1.6	-10	1	-3	8	-12	-2.1
O=S(=O)(NCCN1CCN(S(=O)(=O)c2ccccc2F)CC1)c1ccccc1F	5	9	-0.2	-3	2	1	1	2	0.1
CCc1cc2c(=O)n(CC(=O)NCCc3ccc(OC)c(OC)c3)cnc2s1	-1	7	0.1	-3	6	-3	10	5	0.1
CCCCC(=O)Nc1ccc(C(=O)Nc2cccnc2)cc1	-12	-6	1.1	-10	0	12	-35	-5	-1.0
Cc1occc1C(=O)NNC(=O)Nc1ccc(F)cc1F	-14	6	-1.2	-4	11	-3	5	-8	-0.6
Cc1ccsc1C(=O)N1CCC1(C)C(=O)Nc1cccc(C#N)c1 (stereo not drawn)	8	-2	-0.4	-1	-8	2	-7	-13	0.4
COC(=O)c1ccc(NC(=O)C2CCN(C(=O)c3cc(OC)c(OC)c(OC)c3)CC2)cc1	-4	-144	-1.5	0	5	-3	0	6	-0.7
COc1ccc(C(=O)Nc2cc(Cl)ccc2C(=O)O)cc1	-1	1	0.3	-11	-11	-7	0	2	-1.6
Cc1nc2sc(C(c3ccc(F)cc3)N3CCN(C(=O)c4ccco4)CC3)c(O)n2n1 (stereo not drawn)	-11	-4	0.5	-9	10	0	-7	-1	-1.1
COc1ccccc1NC(=O)CN1C(=O)C(C)Oc2ccccc21 (stereo not drawn)	-5	5	0.7	-1	-1	0	20	-8	-0.2
NC(=S)Nc1ccc(Cl)cc1Cl	-4	9	-0.8	-1	12	4	-12	-13	0.9
CC(=O)N1CCc2cc(S(=O)(=O)C(C)CC(=O)NCc3ccco3)ccc21 (stereo not drawn)	-8	4	0.8	-2	4	-3	25	-10	0.0
CCSc1nc2c(c(=O)[nH]1)C(c1cccnc1)C(C(=O)OC(C)C)=C(C)N2 (stereo not drawn)	-3	-7	0.4	-3	-1	1	-13	13	-0.5
CC[C@@H]1CC=C[C@H]2[C@H]1C(=O)N(Cc1ccccc1)[C@H]2c1ccoc1	27	-49	·	-1	-33	-11	-19	-28	-0.2
O=S(=O)(NC1CC1)c1ccccc1	-3	-7	-0.4	-1	3	-3	-12	-2	-0.2
CC(C)(C)c1nc2scc(-c3ccc(Cl)cc3)c2c(=O)o1	-2	6	0.1	-13	-8	4	-3	1	-1.2
CCOC(=O)N1CCC(O)(c2cc(C)c(C)cc2C)CC1	0	-8	1.2	-3	-1	10	0	-8	0.0
CNc1ccc(Br)cc(C(=O)/C=C/c2ccc(OC)cc2OC)c1=O	-7	-46	0.5	-4	-52	-6	5	-1	-0.4
Cc1nn(CCCC(=O)Nc2ccccn2)c(C)c1[N+](=O)[O-]	-3	-5	2.7	-2	-3	3	-4	-4	-0.5
CCOC(=O)c1cc(-c2c(Cl)cccc2Cl)no1	23	-10	0.8	0	1	1	9	6	0.0
Fc1ccc(-c2cnn3c(-c4ccncc4)ccnc23)cc1	1	-4	0.3	-3	-8	1	41*	-3	0.4
Cc1nc(C2COc3ccccc3O2)sc1C(=O)O (stereo not drawn)	0	3	-1.0	-2	0	1	-1	-10	0.6
COc1ccccc1Oc1ccc2c(c1)C(=O)N(c1cccc3ncccc13)C2=O	12	-2	1.0	-10	4	0	2	3	-1.8
O=C(N/N=C/c1ccc(-c2ccccc2[N+](=O)[O-])o1)c1cccnc1	-1	26	7.1*	1	10	1	16	1	0.3
Cc1ccc(S(=O)(=O)N2CCCCC2)cc1C(=O)NCC1CCCO1 (stereo not drawn)	-1	0	1.0	-10	6	7	8	-6	-0.8
COc1ccc(/C=C/C(=O)C2CC2)cc1COc1cccc(C)c1C	40	8	2.1	-2	11	-10	4	1	0.2
COc1ccc(NC(=O)C[C@H]2C(=O)N(C3CCCCC3)C[C@@H]2CSC)cc1	-6	8	0.1	-1	2	0	5	-7	0.9
Cc1ccc(S(=O)(=O)N2CCCC2C(=O)NCc2ccco2)cc1 (stereo not drawn)	-10	1	-0.5	-1	0	-1	13	4	-0.7
COc1ccc(C2/C=C\CNCC(=O)N2Cc2ccc(F)cc2)cc1 (stereo not drawn)	-7	-1	-0.7	0	15	-1	13	-15	-0.5
C/C(=N/NC(=O)CNc1ccc(C)cc1)c1ccc(Br)s1	9	5	2.2	-3	4	-1	10	0	-0.8
O=C(OCC(=O)c1ccc(Cl)cc1Cl)c1ccccn1	6	11	-0.5	-2	1	0	-6	2	-0.1
Fc1cc(F)cc(Nc2nc(Cl)nc(NC3CCCC3)n2)c1	21	-1	0.2	-7	-2	6	6	6	-0.6
N#C/C(=C(/O)COC(=O)c1ccc(O)cc1)c1nc2ccccc2[nH]1	-11	-17	0.0	-5	0	-5	-13	-5	-0.1
Cc1cc2ccccc2n1CCNC(=O)COc1ccccc1	3	16	0.8	-6	3	40*	49	2	-0.5
CN(C)S(=O)(=O)c1cccc2c1C(=O)c1ccccc1C2=O	-9	11	-0.4	-5	-4	1	-3	26	0.4
COC(=O)c1cn(-c2ccccc2)c(=O)c2ccccc12	1	1	-1.5	-1	-9	-2	4	4	-0.3
Cc1cc(C)n2c(-c3ccccc3Cl)nnc2n1	-12	-5	-0.2	-5	1	0	8	-9	-0.8
c1c(CC2CCCC2)nnn1C[C@H]1CC[C@@H]([C@@H]2CC[C@H](Cn3cc(CC4CCCC4)nn3)O2)O1	-6	10	2.3	-2	4	3	12	12	0.4
O=C(Nc1ccc(N2CCN(C(=O)c3ccc(Cl)cc3)CC2)cc1)c1ccc([N+](=O)[O-])o1	14	8	-0.3	-15	5	-14	4	-5	-1.2
CCOc1cc(/C=N\NC(=O)Cc2ccccc2)ccc1OCC(=O)Nc1ccc(C)c(C)c1	-10	-4	1.7	3	13	-2	3	-3	-0.6
CC12CC3CC(C)(C1)CC(CN1CCOCC1)(C3)C2	-3	0	0.1	-1	-6	13	20	3	-0.9
COC(=O)[C@H](CC(C)C)NC(=O)NC1CCCc2ccccc21 (stereo partly drawn)	3	-12	-0.2	-5	-16	0	2	-2	-1.4
C[C@H]1CN([C@@H](C)CO)C(=O)CCCn2nncc2CO[C@@H]1CN(C)C(=O)Nc1ccc2c(c1)OCO2	-9	-5	0.1	-4	11	1	-6	-4	0.0
CC1CCc2nn(CC(=O)NC3CCCC3)cc2C1 (stereo not drawn)	-2	6	-0.6	-1	-11	4	-7	2	0.9
COc1ccc(NC(=S)N2CCCC(CO)C2)c(OC)c1 (stereo not drawn)	-9	-6	0.3	-10	8	-3	1	0	-0.7
COc1ccc(CN2CCCCC2c2cccnc2)c(OC)c1C (stereo not drawn)	-4	4	-0.7	-1	-2	2	5	2	-0.3
COc1ccccc1NC(=O)c1ccc(NC(=O)CSc2nncn2C)cc1	-2	-32	-1.7	-5	6	2	8	4	-0.9
CC(C)c1ccccc1-n1c(SCc2cc(=O)oc3ccc4ccccc4c23)nnc1-c1cccnc1	27	-41	1.6	-4	-12	-14	30	8	-0.6
CCOC(=O)Cn1c(=N)n(CCOc2ccc(F)cc2)c2ccccc21	-5	-8	-0.6	1	5	-1	8	1	-0.3
Cc1ccc2nc(-c3ccncc3)cc(-c3ccccc3)c2c1	23	4	0.2	-8	3	-36	-14	-10	-0.6
CCN(CC)c1ccc(CNc2nc3ccccc3n2C)cc1	-1	-6	0.4	-2	20	0	0	-3	0.4
Cc1nnc2ccc(-c3cccc(NS(C)(=O)=O)c3)nn12	-11	-8	0.6	-9	-6	7	0	0	-1.1

Structures above with a COOH group, in the order listed:
mol	FAS-TE inh	MLLE-PAM2 inh	MsrA inh	bovine MsrA act	CendR NRP1 mod	MT1-MMP act inh	SKN-1 block	E coli Lon inh	Tb MetRS inh
COc1ccc(C(=O)Nc2cc(Cl)ccc2C(=O)O)cc1	-1	1	0.3	-11	-11	-7	0	2	-1.6
Cc1nc(C2COc3ccccc3O2)sc1C(=O)O (stereo not drawn)	0	3	-1.0	-2	0	1	-1	-10	0.6
